aSyn rescue = alpha-synuclein toxicity inhibition in yeast. Yeast expressing alpha-synuclein, growth rescue, BacTiter-Glo, 24 h. Potency, µM (highest dose often 46.1 µM), without a hit: at the top dose growth rescue (activation), most hits filed as activators. actives 0.14% (n = 370,000). AID 652106; note: potency is the fitted concentration of half-maximal effect; % of control where 0% means no effect; nearly all actives have a fitted effect of over 65% in size
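Screening used galactose-induced yeast with toxic alpha-synuclein levels, exposed to compound for 24 hr at 30 deg C. Cell growth, read with BacTiter-Glo luminescence, gave the measured signal.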
PI5P4K alpha inh = blocks human PI5P4K alpha kinase activity. P48426. PI5P4Kalpha enzyme, ADP-Glo luminescence, 60 min; active compounds read low. max response, %. actives 1.2% (n = 330,000); active = max response of -50% or lower; inconclusive = between -30% and -50%; inactive = -30% or higher; note: value at the top dose of about 77 µM; % is set by controls: 0 for no effect and ±100 for the full control effect
Target sequence (P48426 whole entry, looked up): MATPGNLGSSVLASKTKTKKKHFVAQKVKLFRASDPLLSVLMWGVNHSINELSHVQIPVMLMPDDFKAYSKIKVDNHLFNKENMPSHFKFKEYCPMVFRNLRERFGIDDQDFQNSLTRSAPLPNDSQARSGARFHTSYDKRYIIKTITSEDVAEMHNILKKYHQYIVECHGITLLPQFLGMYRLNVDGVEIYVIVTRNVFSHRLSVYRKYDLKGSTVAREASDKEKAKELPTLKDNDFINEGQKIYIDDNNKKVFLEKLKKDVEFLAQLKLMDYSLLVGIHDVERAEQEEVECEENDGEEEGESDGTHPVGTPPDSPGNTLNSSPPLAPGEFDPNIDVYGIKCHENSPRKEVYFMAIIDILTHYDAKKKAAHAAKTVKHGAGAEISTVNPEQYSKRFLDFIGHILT
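Reactions run in 0.038 M HEPES pH 7.4, 0.28 mM EGTA, 0.1% CHAPS and 5% DMSO, with PI5P4Kalpha, substrate, compound and 5 microM ATP final, one hour at room temperature. Readout is ADP-Glo luminescence.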
IL2 activator = activates IL-2 in a cell-based reporter assay; actives 0.065% (n = 360,000); activation, % (series mostly up to about 46 µM); IL-2 activation reporter assay, cell-based qHTS; stimulated with anti-CD3/CD4/CD28 beads; in transgenic mouse T cells; in the data active = activation above about 50%; inconclusive = mostly about 30% to 49%; note: 0% is about no effect
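Unstimulated transgenic mouse T cells; 60-min compound exposure; bead-based TCR/CD4/CD28 stimulation; 18 h culture, 37 degrees C; dual fluorescence (EGFP, DsRed) plate cytometry.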
EPAC1 antagonist = antagonists of human EPAC1; AID 720709; EPAC1 GEF assay, Rap1b-BODIPY-GDP exchange fluorescence; O95398; Potency, µM (doses to about 115 µM), inactives show at the top dose activity change, negative = inhibition, usual class: inhibitors; actives 0.14% (n = 360,000);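 note: potency is the fitted concentration of half-maximal effect; plate controls were vehicle for no effect and positive control for full effect; nearly all actives have a fitted effect of over 50% in size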
PLK1 PBD inh = PLK1 (human) polo-box domain binding inhibition. P53350. Plk1 PBD binding of FITC phosphopeptide, fluorescence polarization. Potency, µM, for inactives: max response, negative = inhibition, hits mostly inhibitors. actives 2.8% (n = 360,000). AID 720504; note: potency is the fitted concentration of half-maximal effect; series mostly up to about 57 µM; % is set by controls: 0 for no effect and ±100 for the full control effect; nearly all actives have a fitted effect of over 65% in size
Target sequence (P53350 whole entry, looked up, the tested form may be a part): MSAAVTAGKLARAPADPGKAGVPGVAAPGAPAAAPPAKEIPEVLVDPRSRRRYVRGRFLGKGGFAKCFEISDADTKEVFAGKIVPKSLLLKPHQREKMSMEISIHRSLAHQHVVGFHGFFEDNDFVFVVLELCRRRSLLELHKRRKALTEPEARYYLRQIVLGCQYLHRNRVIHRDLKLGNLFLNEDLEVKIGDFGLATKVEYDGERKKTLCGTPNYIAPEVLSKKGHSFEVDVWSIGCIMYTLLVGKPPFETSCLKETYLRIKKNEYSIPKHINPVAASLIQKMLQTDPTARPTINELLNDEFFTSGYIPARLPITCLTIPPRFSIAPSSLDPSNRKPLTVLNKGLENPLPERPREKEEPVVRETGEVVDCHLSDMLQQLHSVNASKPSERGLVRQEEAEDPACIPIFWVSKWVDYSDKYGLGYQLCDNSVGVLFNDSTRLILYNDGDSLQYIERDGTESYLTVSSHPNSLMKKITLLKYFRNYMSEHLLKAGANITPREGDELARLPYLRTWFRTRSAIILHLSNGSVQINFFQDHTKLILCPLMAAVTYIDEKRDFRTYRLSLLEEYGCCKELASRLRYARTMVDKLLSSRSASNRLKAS
Abeta yeast res = restores growth of yeast expressing A-beta42 peptide | actives 0.063% (n = 410,000) | Potency, µM (doses to about 46.1 µM), without a hit: at the highest dose growth rescue, hits mostly activators | yeast expressing A-beta42, growth rescue, OD600, 48 h; response scale: 0% DMSO, 100% iron-clioquinol control; note: potency is the fitted concentration of half-maximal effect; nearly all actives have a fitted effect of over 55% in size
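Growth rescue measured by 600 nm absorbance after 48 h yeast culture at 30 C with compound. Values normalized between DMSO and an equimolar ferric chloride plus clioquinol control.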
EPAC1 agonist = EPAC1 (human) agonism; EPAC1 agonist qHTS, biochemical assay; response scale: 100% = response to 6.5 mM cAMP; actives 0.073% (n = 360,000); O95398; Potency, µM (series often up to 154 µM), for inactives: at the top dose activation, hits mostly activators; note: potency is the fitted concentration of half-maximal effect; nearly all actives have a fitted effect of over 60% in size
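Fluorescent GDP-exchange assay: 100 nM EPAC1 with 250 nM Rap1B preloaded with BODIPY-GDP and 50 uM GDP; compounds tested as concentration series, 5 min at room temperature, then read every 5 min for 30 min (ex 480/em 540 nm); normalized to 6.5 mM cAMP.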
FUS yeast rescue = suppressors of FUS proteinopathy in yeast | S. cerevisiae FUS-expressing, growth rescue, OD600, 24 h | Potency, µM (series often up to 76.6 µM), inactives show top-dose growth rescue (activation), hits mostly activators | actives 0.24% (n = 390,000) | AID 1347120;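 note: potency is the fitted concentration of half-maximal effect; plate controls were DMSO vehicle for no effect and reference control for full effect; nearly all actives have a fitted effect of over 55% in size; some results filed as inactive show a strong effect at the top dose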
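Yeast FUS proteinopathy model; galactose-induced FUS (2%), starting OD 0.005. Cpds in dilution series, 24hr, 30C, 99% humidity. Abs 600 nm growth. Pos ctrl CP55940 (top 92uM final); neg ctrl DMSO.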
WRN inhibitor = blocks human WRN helicase; actives 0.46% (n = 360,000); Potency, µM (doses to about 114 µM), inactives show at the top dose activity change, negative = inhibition, most hits filed as inhibitors; WRN helicase unwinding, fluorescent forked duplex, kinetic; note: potency is the fitted concentration of half-maximal effect; % is set by controls: 0 for no effect and ±100 for the full control effect; nearly all actives have a fitted effect of over 55% in size
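WRN at 20 nM final was preincubated with compound for 15 min at room temperature; reaction started with 100 nM forked duplex oligonucleotide carrying fluorophore and quencher plus 2 mM ATP (final). Unwinding followed kinetically by red fluorescence (ex 525/em 598 nm).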
An asterisk follows results filed as active; ? = inconclusive; . = no result given; [ ] = remark or other dose. Unless noted, calls come from the whole dose curve; as a rule, active = well fitted curve in the direction sought with a large enough effect; inconclusive = small, poorly fitted or top-dose-only effect, or another doubt; inactive = no such curve, though single readings can be large; an effect the other way counts as inactive or inconclusive.

SMILES	aSyn rescue	PI5P4K alpha inh	IL2 activator	EPAC1 antagonist	PLK1 PBD inh	Abeta yeast res	EPAC1 agonist	FUS yeast rescue	WRN inhibitor
O=C(N/N=C/C=C/c1ccccc1)c1cccc(Br)c1	-7%	.	0.1	-6%	0%	6%	9%	1%	-12%
COC(=O)C(CCC(=O)CN1C(=O)c2ccccc2C1=O)N1C(=O)c2ccccc2C1=O (stereo unspecified)	4%	-6	-1.3	-26%	-3%	7%	-2%	28%	-4%
Cn1ncc(Br)c1C(=O)Nc1c(F)c(F)cc(F)c1F	-6%	0	0.6	2%	-1%	3%	-3%	12%	9%
Clc1ccc(-c2nnsc2SCc2ccccc2)cc1	-11%	0	-0.5	8%	-10%	-7%	5%	21%	-14%
O=C(COc1ccc(Cl)cc1Cl)N/N=C/c1ccccn1	?	-1	-2.1	0%	1%	?	1%	2%	5%
NC(c1ccc(F)c(F)c1)c1nc(-c2cncnc2)cs1 (stereo unspecified)	-4%	0	-0.6	-4%	-7%	-8%	-1%	-14%	-3%
CCOC(=O)N1CCN(C(=S)NC(=O)/C=C/c2ccc(C)cc2)CC1	-1%	-4	2.1	-17%	-16%	?	2%	9%	3%
O=C(NCCCO)C(=O)NCc1ccccn1	1%	2	-0.9	3%	0%	-3%	-1%	14%	-7%
Cc1ccc(C2CC(C(F)(F)F)n3ncc(C(=O)NCc4ccco4)c3N2)cc1 (stereo unspecified)	0%	.	-2.0	-17%	4%	-24%	17%	21%	-8%
Cc1ccccc1C(=O)NC1CCN(CC(=O)NC2CCCCC2)CC1	5%	0	0.0	-12%	-5%	1%	0%	27%	1%
COc1ccc(S(=O)(=O)N(CC(=O)NN=C2CCN(C)CC2)c2cc(Cl)ccc2OC)cc1OC	-7%	2	0.2	26%	-6%	11%	8%	17%	-6%
CC(=O)C[C@@H](O)CC(=O)[C@H]1OC(=O)CC/C=C\Cc2ccccc21	2%	-1	-1.3	9%	4%	6%	0%	-22%	0%
Cc1c(Cc2ccccc2)sc(NC(=O)/C=C/c2cccc3ccccc23)c1C(N)=O	8%	-19	2.6	-12%	7.5µM*	3%	-4%	30%	-11%
Cc1ccc(C(=O)/C=C/c2ccc(F)cc2)o1	-15%	1	-3.2	?	-7%	-63%[inhibitor]	-6%	8%	-24%[57.1 µM]
O=C(Nc1ccc(F)cc1)N(CCCN1CCOCC1)Cc1cc2cc3c(cc2[nH]c1=O)OCCO3	-2%	0	-0.7	-1%	-3%	7%	2%	1%	-5%
O=C(Nc1ccccc1)Nc1ccccc1-n1ccnc1	-2%	1	0.8	10%	-13%	-6%	-4%	-5%	6%
CCn1c(C)nc2c(C)[n+](CC(=O)c3ccc(Br)cc3)ccc21	0%	2	1.5	-8%	-15%	6%	5%	13%	-18%
CC(C)n1c(SCC(=O)Nc2nc3ccccc3s2)nc2c1c(=O)n(C)c(=O)n2C	-1%	1	0.9	-12%	-11%	27%	4%	-1%	-19%
COc1cccc(CC2(CO)CCCN(Cc3cn(C)c4ccccc34)C2)c1 (stereo unspecified)	-2%	-5	-0.1	-7%	-8%	-21%	-5%	5%	14%
c1ccc(Cn2c(Cn3c(-c4cnccn4)nc4ccccc43)nc3ccccc32)cc1	0%	4	-0.1	-1%	-18%	4%	-12%	3%	1%

Records above printed as active in PLK1 PBD inh.
structure | PI5P4K alpha inh | IL2 activator | EPAC1 antagonist | PLK1 PBD inh | FUS yeast rescue | WRN inhibitor
Cc1c(Cc2ccccc2)sc(NC(=O)/C=C/c2cccc3ccccc23)c1C(N)=O | -19 | 2.6 | -12% | 7.5µM* | 30% | -11%

Whole records from above. Screens in order: aSyn rescue	PI5P4K alpha inh	IL2 activator	EPAC1 antagonist	PLK1 PBD inh	Abeta yeast res	EPAC1 agonist	FUS yeast rescue	WRN inhibitor
Profile of `COc1cccc(CC2(CO)CCCN(Cc3cn(C)c4ccccc34)C2)c1` (stereo unspecified) = -2%	-5	-0.1	-7%	-8%	-21%	-5%	5%	14%
Profile of `O=C(NCCCO)C(=O)NCc1ccccn1` = 1%	2	-0.9	3%	0%	-3%	-1%	14%	-7%
Profile of `Cc1ccc(C2CC(C(F)(F)F)n3ncc(C(=O)NCc4ccco4)c3N2)cc1` (stereo unspecified) = 0%	.	-2.0	-17%	4%	-24%	17%	21%	-8%
Profile of `Cn1ncc(Br)c1C(=O)Nc1c(F)c(F)cc(F)c1F` = -6%	0	0.6	2%	-1%	3%	-3%	12%	9%
Profile of `O=C(Nc1ccc(F)cc1)N(CCCN1CCOCC1)Cc1cc2cc3c(cc2[nH]c1=O)OCCO3` = -2%	0	-0.7	-1%	-3%	7%	2%	1%	-5%

Later entries.
SMILES	aSyn rescue	PI5P4K alpha inh	IL2 activator	EPAC1 antagonist	PLK1 PBD inh	Abeta yeast res	EPAC1 agonist	FUS yeast rescue	WRN inhibitor
O=C(Nc1cccc(S(=O)(=O)C(F)(F)F)c1)[C@@H]1O[C@H](CO)[C@@H](O)[C@H]1O	0%	-8	-0.4	-18%	-14%	-11%	8%	-24%	-1%
Cc1c(Cl)c([N+](=O)[O-])nn1CC(=O)N1CCN(Cc2ccccc2)CC1	-4%	0	1.0	18%	-11%	4%	14%	7%	4%
NNc1nc2c(-c3ccc(F)cc3)nnn2c2ccccc12	17%	-29	7.2	2%	5%	-1%	3%	14%	-4%[11.6 µM]
OC(c1ccc(F)c(F)c1)c1nc(-c2ccoc2)cs1 (stereo unspecified)	4%	-16	1.9	-14%	-23%	5%	-3%	10%	-10%
Cc1cccc(/C=C/c2onc(C)c2S(=O)(=O)N2CCC(C(=O)N3CCCCCC3)CC2)c1	-9%	0	-3.8	-13%	-8%	-31%	3%	?	-8%
O=C(O)CN1C(=O)/C(=C\c2cccc(OCc3ccc(Cl)cc3Cl)c2)SC1=S	-68%[inhibitor]	-1	-2.9	?	21µM*	-34%[inhibitor]	1%	38%	-15%[11.6 µM]
CCN(CC)Cc1c(O)ccc2c(=O)c(Oc3ccccc3OC)coc12	-2%	-5	1.0	21%	-9%	-10%	5%	2%	8%
CCOc1ccc(-c2nc3n(c(=O)c2C#N)CCCS3)cc1	2%	-12	-0.1	8%	-7%	5%	-6%	2%	-5%
C[C@H]1CN([C@@H](C)CO)C(=O)c2cc(-c3cccnc3)cnc2O[C@H]1CN(C)Cc1ccc(Oc2ccccc2)cc1	4%	1	-1.3	-7%	-5%	8%	-3%	18%	-3%
CCCCN(C=O)c1c(CC)nc2c(OCC(=O)C(C)(C)C)cccn12	-3%	-12	-0.3	-10%	-16%	-18%	-4%	15%	1%
CC(C)OC(=O)CC(=O)CSc1nc(-c2ccc(F)cc2)cc(-c2ccccc2)c1C#N	10%	-8	1.0	-9%	24µM*	-4%	-8%	15%	9%
CCC(=O)Nc1ccc2oc(-c3ccccc3Br)nc2c1	-38%[inhibitor]	0	-0.5	9%	-10%	-38%[inhibitor]	3%	9%	7%
COc1ccc(/C=C/C(=O)Nc2ccc3nc4n(c(=O)c3c2)CCCC4)cc1OC	-6%	3	0.9	11%	4%	1%	-5%	22%	-1%
OCC1(Cc2ccc(Cl)cc2)CCN(Cc2ccc(Oc3ncccn3)cc2)CC1	1%	4	0.9	-6%	-11%	-7%	-3%	9%	0%
COc1ccc(NC(=O)c2ccc3[nH]c(C)c(C)c3c2)cc1	-5%	-6	-0.6	-14%	3%	0%	-7%	-18%	-2%
CCC(=O)Nc1ccc2nc(SCC(=O)N3CCOCC3)sc2c1	-6%	0	-1.7	-1%	-10%	8%	8%	35%	3%
COc1cc(C)c(CN2CCC(n3nccc3NC(=O)C3CCOC3)CC2)cc1C (stereo unspecified)	-5%	0	-1.8	-4%	-16%	13%	-8%	4%	-3%
NS(=O)(=O)c1ccc(CCNS(=O)(=O)c2cccc3cccnc23)cc1	-1%	9	3.3	13%	-2%	7%	12%	-15%	-6%
CC(C)CNS(=O)(=O)c1ccc(OCC(=O)NCC2CCCO2)c(Cl)c1 (stereo unspecified)	13%	6	-0.2	-14%	-3%	6%	-6%	13%	-4%
Cc1ccc(NC(=O)C2(C)CCN2C(=O)Cc2ccccc2)cc1C (stereo unspecified)	3%	-2	0.7	2%	-3%	4%	-5%	8%	1%
CCOC(=O)C1(Cc2ccc(OC)cc2)CCN(C(=O)CCc2cccnc2)CC1	-1%	0	-2.2	-6%	-6%	6%	5%	7%	-5%
COc1ccc(Br)cc1/C=C(\C(=O)O)c1ccc(S(=O)(=O)N2CCCCC2)s1	-10%	-24	-0.4	?	?	-24%	-12%	31%	-34%
COc1ccc(NC(=O)C(=O)NCCN2CCN(C(=O)c3ccco3)CC2)cc1	-7%	-5	1.2	6%	-2%	-15%	-5%	-5%	-5%
Cc1ccc2c(c1)CCCN2C(=O)c1cc(C)on1	0%	-5	-2.5	0%	-13%	2%	-5%	-2%	7%
O=c1[nH]c(C2CCCN(S(=O)(=O)c3ccccc3)C2)nc2c1nnn2Cc1ccccc1 (stereo unspecified)	1%	.	-1.8	-12%	-15%	-7%	9%	22%	-16%
Fc1ccc2c(c1)C1OCCCC1C(c1ccccc1)N2 (stereo unspecified)	7%	-4	-0.7	-25%	-5%	-6%	15%	12%	-1%
c1ccc(C(c2nnnn2C2CCCC2)N2CCN(c3ccccc3)CC2)cc1 (stereo unspecified)	8%	6	-2.0	-2%	-5%	-29%	13%	20%	-7%
CCC1Oc2ccc(C)cc2N(CC(=O)N(Cc2cccnc2)Cc2cccc(F)c2)C1=O (stereo unspecified)	15%	10	15	9%	-3%	25%	-9%	30%	-10%

Source: PubChem (National Center for Advancing Translational Sciences (NCATS))
